Assay outcomes: PubChem, Sanford-Burnham Center for Chemical Genomics
Apaf1 inhib: human Apaf-1 inhibition; actives 0.71% (n = 330,000); reconstituted apoptosome caspase-3 activity, DEVD-Rh110 fluorescence; inhibition, % at 20 µM; O14727; AID 489030; active means inhibition of at least 40% at 20 µM;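 further: plate controls were DMSO wells for no effect and DEVD-CHO caspase inhibitor wells for full effect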
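System – cell-free apoptosome with Apaf-1, procaspase-3 and caspase-9 · Buffer or medium – pH 7.5 Hepes buffer with CHAPS, BSA, DTT · Also added – cytochrome c with DEVD-Rh110 · Times – 30 min compound preincubation, 50 min activation, room temperature · Technique – Rh110 fluorescence intensity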
CCR6 antagonist: antagonists of human CCR6 receptor; CHO-K1 CCR6 PathHunter beta-arrestin, luminescence, CCL20-stimulated; actives 0.49% (n = 340,000); P51684; inhibition, % at 20 µM;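 active means compounds whose inhibition of the agonist-driven luminescence signal at 20 µM reaches about 50%, limit read from the data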;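 further: cells stimulated with CCL20 at 14 nM final; plate controls were DMSO with CCL20 for no effect and DMSO without agonist for full effect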
Target sequence (P51684 whole entry, looked up): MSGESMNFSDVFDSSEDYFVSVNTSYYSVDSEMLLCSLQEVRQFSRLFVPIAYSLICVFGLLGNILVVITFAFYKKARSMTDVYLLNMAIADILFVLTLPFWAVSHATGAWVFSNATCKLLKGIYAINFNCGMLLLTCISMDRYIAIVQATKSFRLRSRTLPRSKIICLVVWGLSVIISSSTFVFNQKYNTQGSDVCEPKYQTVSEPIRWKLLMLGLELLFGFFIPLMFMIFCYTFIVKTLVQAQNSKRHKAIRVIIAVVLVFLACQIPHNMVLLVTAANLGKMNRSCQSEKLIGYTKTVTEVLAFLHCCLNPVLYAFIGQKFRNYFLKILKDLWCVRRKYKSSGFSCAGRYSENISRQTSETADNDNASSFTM
EBI2 antag: antagonists of human EBI2 receptor. AID 651636. P32249. inhibition, % at 5 µM. EBI2 beta-arrestin recruitment, luminescence, 7a,25-OHC stimulated. actives 0.81% (n = 360,000); in the data active means inhibition above about 38%;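 further: enzyme fragment complementation signal reports receptor beta-arrestin coupling in cells; 0% = agonist plus DMSO wells and 100% = wells without agonist; some results beyond the cut were filed as inactive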
SENP8 inh: SENP8 protease inhibition | purified SENP8, Z-RLRGG-aminoluciferin cleavage, luminescence | inhibition, % at 10 µM | actives 1.2% (n = 330,000) | AID 2540
Target sequence (Q96LD8 whole entry, looked up): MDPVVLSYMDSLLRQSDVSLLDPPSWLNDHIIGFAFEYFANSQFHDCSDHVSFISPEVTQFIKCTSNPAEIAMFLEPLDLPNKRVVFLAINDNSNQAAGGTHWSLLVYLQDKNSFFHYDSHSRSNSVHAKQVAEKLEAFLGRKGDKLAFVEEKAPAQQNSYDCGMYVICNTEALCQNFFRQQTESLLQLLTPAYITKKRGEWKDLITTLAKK
697 NFkB inh: lowers PMA/ionomycin-induced NF-kB signal in 697 B cells; 697 B-cell NF-kB luciferase reporter, 16 h; inhibition, % at 4 µM; actives 0.33% (n = 330,000); AID 435022; in the data active means inhibition above about 35%
Gli-Sufu block: antagonists of Gli-Sufu signaling; Sufu-KO-LIGHT fibroblasts, Gli luciferase reporter luminescence; inhibition, % at 5 µM; actives 0.74% (n = 340,000); AID 588413;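 active means inhibition above about 55%, limit read from the data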;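 further: 0% = DMSO-treated cells and 100% = wells with medium but no cells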
UBC13 polyUb: blocks human UBC13 polyubiquitin chain formation; P61088; TR-FRET; actives 0.47% (n = 330,000); inhibition, % at 20 µM; in the data active means inhibition above about 45%, passing the limit was not always enough
Target sequence (P61088 whole entry, looked up): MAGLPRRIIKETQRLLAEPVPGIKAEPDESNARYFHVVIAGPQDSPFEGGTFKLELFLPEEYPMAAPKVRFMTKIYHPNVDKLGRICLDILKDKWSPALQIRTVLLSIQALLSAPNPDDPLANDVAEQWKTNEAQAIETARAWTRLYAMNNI
Jurkat NFkB inh: inhibitors of the PMA/ionomycin-induced NF-kB reporter in Jurkat cells. PMA/ionomycin-induced NF-kB luciferase reporter, luminescence. inhibition, % at 4 µM. actives 0.53% (n = 330,000). AID 435003
* marks the source's active call; other numbers are inactive results; nt = no result given. Unless noted, no stated cut-off is given here; in the data, active means inhibition above about 50%; inactive means the rest.

SMILES	Apaf1 inhib	CCR6 antagonist	EBI2 antag	SENP8 inh	697 NFkB inh	Gli-Sufu block	UBC13 polyUb	Jurkat NFkB inh
CCCn1c(N)c(C(=O)CSc2n[nH]c(-c3ccc(C)cc3)n2)c(=O)[nH]c1=O	0	7	-9	11	22	-2	5	-1
O=C(CCN1C(=O)c2cccc3cccc(c23)C1=O)N1CCN(c2ccccc2F)CC1	-4	-3	-1	0	5	-6	0	4
CC(C)c1ccc(N2CC(C(=O)Nc3nccs3)CC2=O)cc1 (stereo unspecified)	-2	-3	6	1	7	3	22	2
Cn1c(SCC(=O)NCc2cccs2)nnc1-c1cccs1	-5	-1	-5	-5	3	0	7	-10
COc1cccc(NC(=O)CN(C)C(C)C(=O)N2CCCC2)c1 (stereo unspecified)	-14	10	2	2	8	-7	-2	-11
O=C(COC(=O)c1ccccc1Br)Nc1cc(S(=O)(=O)N2CCOCC2)ccc1N1CCCC1	5	9	8	4	17	0	1	-1
CCOC(=O)C1(CC2CCCCO2)CCN(C(=O)Nc2ccc3c(c2)OCO3)CC1 (stereo unspecified)	0	4	7	-7	-10	4	-1	-19
O=C(OCCCc1cc2ccccc2c(=O)o1)c1ccc(C(F)(F)F)cc1	9	11	2	2	16	-8	11	-4
CC1(C)CC(=O)C(C=NCC(O)c2ccccc2)=C(O)C1 (stereo unspecified)	-16	5	0	5	9	1	16	9
CC(C)(C)OC(=O)N1CCN(CCNC(=O)c2ccccc2)CC1	-3	2	7	-5	9	0	6	-8
Cc1ccc(-n2c(Cc3ccccc3)nnc2SCC(=O)NNC(=O)Cc2ccccc2)cc1	9	21	11	-2	-1	-2	1	14
O=C(O)CC(SCC(=O)Nc1ccc(S(=O)(=O)N2CCCC2)cc1)C(=O)O (stereo unspecified)	3	10	0	-5	-11	-2	1	5
Cc1ccc(-n2c(=O)c3sccc3n(Cc3cc(=O)n4ccccc4n3)c2=O)cc1F	-3	nt	nt	9	10	nt	10	3
CN(C(=O)COC(=O)CCC(=O)c1ccc(Cl)cc1)c1c(N)n(Cc2ccccc2)c(=O)[nH]c1=O	11	13	5	-4	-38	-16	-7	8
O=C(CN1C(=O)C2CCCCC2C1=O)N1CCN(c2ccc(F)cc2)CC1 (stereo unspecified)	4	9	-12	-8	4	-5	-2	-8
O=C(CSc1nnc(Cc2ccccc2)o1)NCCc1ccccc1	-7	4	5	2	7	-12	0	0
Nc1ccc(S(=O)(=O)Nc2nccs2)cc1	-3	-2	-12	-15	-27	-2	-4	-2
C=CCOc1c(Cl)cc(CNc2nccs2)cc1OC	-3	6	4	-1	8	nt	3	0
CCN(Cc1ccncc1)C(=O)C1CCC(=O)N(Cc2ccc(Cl)cc2)C1 (stereo unspecified)	1	9	5	-13	-15	4	0	-7
CC(C)(C)OC(=O)N1CCC[C@H]1C(=O)N/N=C/c1cccc2nccnc12	-16	4	-5	-9	-19	2	-35	-11
Cc1ccc(S(=O)(=O)CC(=O)N2CC(C)OC(C)C2)cc1 (stereo unspecified)	7	12	-2	1	2	-6	-6	-6
CCOc1ccc(C(C)=O)cc1Cn1c(=O)oc2ccccc21	8	24	1	8	-11	6	0	16
CN(C(=O)COc1ccc(Cl)cc1Cl)c1nnc(C23CC4CC(CC(C4)C2)C3)s1	5	10	23	7	2	5	-13	-2
C=C(C)[C@@H]1CC=C(CN2CCC(CCOC)(C(=O)OCC)CC2)CC1	-2	-8	-9	-2	1	29	4	1
O=C(Nc1nc(-c2cccc3ccccc23)cs1)c1ccc2c(c1)S(=O)(=O)c1ccccc1C2=O	-3	46	-3	3	-17	-8	-20	-5

Some of these compounds in order of their number in Jurkat NFkB inh, falling:
smiles	Jurkat NFkB inh
CN(C(=O)COc1ccc(Cl)cc1Cl)c1nnc(C23CC4CC(CC(C4)C2)C3)s1	-2
O=C(Nc1nc(-c2cccc3ccccc23)cs1)c1ccc2c(c1)S(=O)(=O)c1ccccc1C2=O	-5
Cc1ccc(S(=O)(=O)CC(=O)N2CC(C)OC(C)C2)cc1 (stereo unspecified)	-6
CC(C)(C)OC(=O)N1CCC[C@H]1C(=O)N/N=C/c1cccc2nccnc12	-11

Returning to the listing; the 2 compounds before the break are reprinted first.
SMILES	Apaf1 inhib	CCR6 antagonist	EBI2 antag	SENP8 inh	697 NFkB inh	Gli-Sufu block	UBC13 polyUb	Jurkat NFkB inh
C=C(C)[C@@H]1CC=C(CN2CCC(CCOC)(C(=O)OCC)CC2)CC1	-2	-8	-9	-2	1	29	4	1
O=C(Nc1nc(-c2cccc3ccccc23)cs1)c1ccc2c(c1)S(=O)(=O)c1ccccc1C2=O	-3	46	-3	3	-17	-8	-20	-5
CC1CN(C(=O)CCC(=O)NCCCc2ccccc2)c2ccccc2O1 (stereo unspecified)	5	4	-7	-5	17	-8	6	8
O=C(Nc1ccc(N2CCOCC2)nc1)c1ccc(Cl)cc1	-1	2	-3	-3	-24	40	10	-20
CCOc1ccc(NC(=O)C2C(c3ccccc3)C2(Cl)Cl)cc1 (stereo unspecified)	15	-1	-9	6	-15	-7	-2	-9
O=C(Nc1nnc(SCc2ccc(Cl)cc2)s1)c1cnccn1	7	8	-1	-13	-2	-4	-31	-8
CCn1nnnc1SCC(=O)Nc1cccc(C)n1	15	2	1	-8	-24	-4	-4	6
CCOC(=O)C1(C(F)(F)F)N=C(C(F)(F)F)Nc2cc(C)c(C)cc21 (stereo unspecified)	1	7	-14	-10	-8	0	6	2
Cc1ccccc1CSCC(=O)N/N=C/c1cccs1	7	9	9	-1	-15	-3	0	19
CCOC(=O)c1[nH]c2ccccc2c1N=C(C)N(CC)CC	3	8	9	-8	-12	5	-12	-11
CC(=O)c1c(C)[nH]c(C(=O)N2CCN(c3ccc(F)cc3)CC2)c1C	2	2	3	-14	-1	9	-5	-10
CC1CN(C(=O)c2cc3cc(Br)ccc3[nH]2)CC(C)O1 (stereo unspecified)	9	9	23	4	3	2	-1	-16
O=C(O)c1ccc2c(c1)NC(=O)C(N1CCCC1)S2 (stereo unspecified)	-7	-9	7	-8	11	2	-9	-12
CC(=O)C(=Cc1cn(-c2ccccc2)nc1-c1ccccc1)C(C)=O	4	19	37	-8	-19	-4	-13	-1
COc1ccc(CNCCC2(O)CC(C)N(C)CC2C)cc1OC (stereo unspecified)	-1	4	-15	-2	0	-7	-2	-18
Cc1ccc2nc(SCC(=O)Nc3ccc(C)c(Cl)c3)nc(=O)n2c1	19	13	3	-21	-10	-8	-10	-9
CCOc1ccc2nc(SCC(=O)Nc3cc(C)on3)c(C)cc2c1	18	2	1	-9	19	3	-4	-28
Cc1ccc(Nc2cc(C)nc(-c3ccccc3)n2)cc1	11	0	5	-5	-73	-58	4	-80
CCN(CC(=O)NCc1ccc(Cl)cc1)C(=O)c1oc2ccccc2c1C	17	12	-3	3	9	3	8	0
CCCNC(=O)CN1C(=O)NC(CC)(c2ccc(F)cc2)C1=O (stereo unspecified)	-1	10	6	11	6	-9	8	2
COc1cc(COCC(O)CN2CCc3ccccc3C2)cc(OC)c1OC (stereo unspecified)	-8	9	-9	8	3	4	3	1
CC(=O)Nc1ccccc1NC(=O)C/C(C)=N/NC(=O)Cc1cccc2ccccc12	-1	-5	0	7	1	-6	-1	17
CC(OC(=O)c1cccs1)C(=O)NC1CC1 (stereo unspecified)	-2	10	-3	-3	5	7	0	-12
CCN(c1ccc(NC(=O)COC(=O)c2ccc(S(=O)(=O)N3CCCC3)cc2)cc1)C(C)C	13	-1	7	5	10	-8	-3	-3
CNC(=O)c1c(NC(=O)C2=COCCO2)sc2c1CCN(C(=O)OC)C2	4	9	-10	-1	14	-1	-6	10
C=CCC[C@H](Cc1ccc(F)cc1)C(=O)OC[C@@H](NC(=O)[C@H](CC=C)CC(=O)NCCO)c1ccccc1	16	-5	4	2	-28	-1	3	-5
COc1ccc(C(=O)NCC(C)NC(=O)c2ccc(OC)cc2)cc1 (stereo unspecified)	-9	2	-10	-2	4	5	6	19

Complete entries from above. Order of screens: Apaf1 inhib	CCR6 antagonist	EBI2 antag	SENP8 inh	697 NFkB inh	Gli-Sufu block	UBC13 polyUb	Jurkat NFkB inh
Cc1ccccc1CSCC(=O)N/N=C/c1cccs1 is listed with 7	9	9	-1	-15	-3	0	19
CC(=O)c1c(C)[nH]c(C(=O)N2CCN(c3ccc(F)cc3)CC2)c1C is listed with 2	2	3	-14	-1	9	-5	-10
CCn1nnnc1SCC(=O)Nc1cccc(C)n1 is listed with 15	2	1	-8	-24	-4	-4	6

The list continues:
SMILES	Apaf1 inhib	CCR6 antagonist	EBI2 antag	SENP8 inh	697 NFkB inh	Gli-Sufu block	UBC13 polyUb	Jurkat NFkB inh
CN(c1ccccc1)S(=O)(=O)c1cccc(C(=O)NNC(=O)c2ccncc2)c1	1	14	-9	5	9	0	0	-8
CCCC12CN3CC(C)(CN(C1)C3c1ccc([N+](=O)[O-])o1)C2=O (stereo unspecified)	-5	-7	-11	1	10	2	3	2
CCC(=O)c1ccc(OCC(=O)OCC(=O)N2c3ccccc3CC2C)cc1 (stereo unspecified)	16	-2	-5	1	-12	-4	-2	0
C=C(C)COc1cc2oc(=O)c(CC(=O)N3C[C@H]4C[C@@H](C3)c3cccc(=O)n3C4)c(C)c2cc1Cl	7	-3	2	2	26	11	11	5
CN(Cc1nccs1)C(=O)c1ccc2nc(Cc3ccccc3F)oc2c1	-8	9	2	-2	-62	-50	-2	-76
COc1ccc(CN2CCN(C(=O)c3ccc(S(=O)(=O)NCc4ccco4)cc3)CC2)cc1	7	11	4	-12	-43	-2	3	26
COC(=O)COc1cccc2c(=O)n(CC(=O)NCCc3ccc(OC)c(OC)c3)ccc12	-4	-14	-1	1	10	-5	1	15
O=C(NCCC1CCCCN1S(=O)(=O)c1ccccc1)C(=O)Nc1ccc(F)cc1 (stereo unspecified)	8	13	-4	-5	-12	-4	3	9
COC(=O)c1cc([N+](=O)[O-])c(-n2ccnc2)c([N+](=O)[O-])c1	-6	32	-4	-6	-4	-10	-13	5
COc1cccc(NC(=S)Nc2cccnc2)c1	-4	-2	-2	-5	-20	2	1	-10
O=C(NCCCN1CCCC1=O)C1CCN(S(=O)(=O)c2ccc(Cl)cc2)CC1	16	-1	-2	6	20	-7	7	0
CCc1nc2sc3c(c2c(=O)n1NC(=O)CCl)CCCC3	-11	-4	6	4	33	3	20	6
Cc1[nH]c(C)c(S(=O)(=O)N2CCN(c3ccccc3)CC2)c1C(=O)N1CCCC1	-1	-12	1	-7	-1	-3	-1	15

Some of the compounds tested; the hit share may differ from the screen's.
